High-throughput results from PubChem.
V1R ag counter: agonists of human V1a receptor, primary screen, counter-screen for OXTR agonist project, fluorescence, CHO-V1R cells; Fluo-8 calcium fluorescence, agonist mode; 0% DMSO, 100% 3 nM vasopressin; hit rate 0.25% among 320,000; activation, % at 3 µM; Vasopressin V1a receptor (Homo sapiens), P37288; AID 2797, 2010;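 active = activation above the mean activation of all tested compounds plus 3 SD, per screening run, cut at about 20% in these data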;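 also: signal is peak over basal fluorescence ratio across a 100 second FLIPR read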
Target sequence (P37288 whole entry, looked up): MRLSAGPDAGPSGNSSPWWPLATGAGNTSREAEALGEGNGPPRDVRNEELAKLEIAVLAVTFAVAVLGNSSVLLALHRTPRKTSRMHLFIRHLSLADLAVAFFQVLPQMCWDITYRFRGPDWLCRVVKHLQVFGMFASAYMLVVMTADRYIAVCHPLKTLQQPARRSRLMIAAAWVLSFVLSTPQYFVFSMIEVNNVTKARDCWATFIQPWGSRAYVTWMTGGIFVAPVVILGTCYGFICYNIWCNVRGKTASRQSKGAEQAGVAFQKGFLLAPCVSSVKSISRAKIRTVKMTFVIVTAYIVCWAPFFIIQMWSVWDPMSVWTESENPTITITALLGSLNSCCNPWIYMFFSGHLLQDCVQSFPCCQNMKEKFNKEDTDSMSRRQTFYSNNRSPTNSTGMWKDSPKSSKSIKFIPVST
GalR3 antag: GalR3 antagonists in HEK293 cells, primary screen, cell-based, fluorescence readout; Galanin receptor type 3 (Homo sapiens), O60755; HEK293 GalR3-CNG cAMP membrane potential fluorescence; galR3 body fused to GalR1 C-terminus; inhibition, % at 3 µM; hit rate 0.44% among 360,000; AID 651719, 2012;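 active = inhibition above the screen-wide average plus 3 SD, cut at about 13% in these data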;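 also: forskolin and galanin both at EC90 stimulate the cells; cAMP rise reported by CNG channel membrane potential dye signal; 0% = forskolin plus galanin with DMSO and 100% = forskolin alone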
MEKK3 PB1 HTS: modulators of MEKK3-MEK5 PB1 binding, primary screen, biochemical, wildtype MEKK3, multiplex bead flow cytometry, Alexa488-MEK5; bead-based flow cytometry, Alexa488-MEK5 binding to MEKK3; actives lie on both sides; 0 = blocked by unlabeled MEK5, 100 = vehicle; binding response (% of control), % at 10 µM; hit rate 1.4% among 290,000; AID 1529, 2009;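 active = binding response more than 3 SD above or below the average of its plate-row segment, actives on both sides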;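 also: Alexa488 bead fluorescence after subtracting the streptavidin-only scavenger bead signal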
MEKK2mut PB1 HTS: MEK5 binding signal on mutant MEKK2 PB1, primary screen, biochemical, multiplex bead flow cytometry, Alexa488-MEK5; Alexa488-MEK5 binding to MEKK2 mutant; percent response, % at 10 µM; hit rate 0.35% among 290,000; AID 1530, 2009; in the data active = percent response above about 24%, passing the limit was not always enough; also: inactives centre near 1; some results filed as inactive read as strong as hits; reference of the scale not given here
GPR7 antag: GPR7 receptor antagonists, primary screen, cell-based, fluorescence, single concentration | Neuropeptides B/W receptor type 1 (Homo sapiens), P48145 | GPR7-expressing cells, fluorescence antagonist assay | inhibition, % at 4.4 µM | hit rate 1.1% among 290,000 | AID 1861, 2009; in the data active = inhibition above about 16%, passing the limit was not always enough;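 also: cells stimulated with the agonist NPW; 0% = agonist with vehicle and 100% = vehicle without agonist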
OXTR ag: human OXTR agonists, primary screen, fluorescence, CHO-OTR cells, Fluo-8 calcium. Fluo-8 calcium fluorescence; normalized: DMSO 0%, oxytocin 100%. activation, % at 3 µM. hit rate 0.32% among 320,000. AID 2435, 2010;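 active = activation above the mean of all tested compounds plus 3 SD, cutoff set per screening run, cut at about 20% in these data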;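 also: peak over basal fluorescence ratio from a 100 s FLIPR kinetic read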
Target sequence (P30559 whole entry, looked up): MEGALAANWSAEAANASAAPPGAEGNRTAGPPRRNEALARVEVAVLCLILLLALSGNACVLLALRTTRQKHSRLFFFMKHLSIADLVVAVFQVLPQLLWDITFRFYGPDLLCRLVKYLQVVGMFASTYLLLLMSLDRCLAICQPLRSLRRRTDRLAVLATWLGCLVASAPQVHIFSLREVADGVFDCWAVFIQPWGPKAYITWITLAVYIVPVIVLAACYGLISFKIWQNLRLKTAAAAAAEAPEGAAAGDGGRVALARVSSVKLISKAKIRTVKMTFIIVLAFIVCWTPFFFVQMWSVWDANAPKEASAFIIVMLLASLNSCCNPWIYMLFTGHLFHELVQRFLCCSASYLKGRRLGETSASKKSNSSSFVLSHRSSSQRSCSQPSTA
PHOSPHO1 block: PubChem AID 1565; Phosphoethanolamine/phosphocholine phosphatase (Homo sapiens), Q8TCT1; recombinant PHOSPHO1, absorbance phosphatase assay; inhibition, % at 13.3 µM; hit rate 1.1% among 290,000; in the data active = inhibition above about 60%
Target sequence (Q8TCT1 whole entry, looked up): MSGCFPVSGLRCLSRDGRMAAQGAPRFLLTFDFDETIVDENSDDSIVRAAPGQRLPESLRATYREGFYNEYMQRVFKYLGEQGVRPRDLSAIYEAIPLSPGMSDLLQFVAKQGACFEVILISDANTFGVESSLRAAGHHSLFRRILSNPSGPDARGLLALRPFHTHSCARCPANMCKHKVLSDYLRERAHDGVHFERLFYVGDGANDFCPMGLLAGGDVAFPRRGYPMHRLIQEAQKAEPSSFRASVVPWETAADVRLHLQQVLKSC
MEKK2 WT-MEK5: modulators of MEK5 binding to wildtype MEKK2, primary screen, biochemical, multiplex bead flow cytometry, Alexa488-MEK5; Mitogen-activated protein kinase kinase kinase 2 (Homo sapiens), Q9Y2U5; Alexa488-MEK5 binding to MEKK2 WT; actives lie on both sides; binding response (% of control), % at 10 µM; hit rate 1.1% among 290,000; in the data active = binding response below about 67% or above about 130%
NALP1 inh: NALP1 inflammasome inhibitors in reconstituted yeast, colorimetric, S. cerevisiae, triplicate retest; S. cerevisiae NALP1/ASC/caspase-1 growth, X-gal OD620, 72 h; inhibition, % at 10 µM; hit rate 0.61% among 280,000; AID 2071, 2009; in the data active = inhibition mostly above about 24%, no sharp cut-off; inactive = mostly below about 32%; also: some compounds called inactive have numbers as strong as hits
The depositor's hits bear a star; x = not tested or not shown; & = joins results of further samples. Rows are unselected. Share with any hit: about 5.4%.

SMILES | V1R ag counter | GalR3 antag | MEKK3 PB1 HTS | MEKK2mut PB1 HTS | GPR7 antag | OXTR ag | PHOSPHO1 block | MEKK2 WT-MEK5 | NALP1 inh
Cc1cc(C)c(OCC(=O)Nc2ccc3c(c2)OCO3)cc1C | 1.4 | -5 | 99 | 0 | 8 | 3.5 | 7 | 99 | 30
CNC(=O)c1nnn(-c2ccccc2)c1C(=O)NC | 1.0 | 2 | 100 | 3 | -10 | 0.5 | -6 | 99 | -12
O=C(NN1C(=O)C2C3C=CC(C3)C2C1=O)c1cccc(Cl)c1 (configuration not stated) | 0.1 | -3 | 89 | -4 | -4 | 0.4 | -6 | 96 | 17
CCOC(=O)C(C)Sc1nc2ccccc2c(=O)n1CC (configuration not stated) | -1.8 | 0 | 93 | -3 | -12 | -2.5 | 1 | 94 | x
COc1cccc(N/C=C(\C#N)c2ccc(OCCCF)cc2)c1 | -0.5 | -14 | 105 | 3 | 1 | -2.3 | 11 | 108 | -6
Cc1ccc(S(=O)(=O)N2CCN(CC(=O)N/N=C/c3ccc(C)o3)CC2)cc1 | 0.0 | -1 | 107 | 3 | -8 | 0.3 | -23 | 107 | 31
CNC(=O)CN(c1cc([N+](=O)[O-])ccc1OC)S(C)(=O)=O | -0.7 | 4 | 94 | -2 | 6 | 0.0 | 0 | 96 | 26
COC(=O)C1=C(C)NC(C)=C(C(=O)OC)C1c1ccc(-c2cccc([N+](=O)[O-])c2)o1 | -0.1 | 0 | 100 | -3 | 4 | -1.7 | 15 | 99 | 27
COc1ccc2cc(CN(CC3COCCO3)S(=O)(=O)c3ccc(Cl)cc3)c(=O)[nH]c2c1 (configuration not stated) | -0.7 | -3 | 108 | 14 | -2 | -1.7 | 27 | 110 | 26
CC1CCN(c2c(NCc3ccc(C(=O)NCCc4ccc(Cl)cc4)cc3)c(=O)c2=O)CC1 | 1.1 | 1 | 103 | -3 | -8 | 0.5 | 21 | 98 | 5
CC(=O)NS(=O)(=O)c1ccc(NC(=S)NC(=O)C(C)(C)C)cc1 | 0.1 | -6 | 109 | 12 | -11 | 1.4 | 7 | 105 | 23
CN(C(=O)CCc1nnc(Cc2ccc(-c3ccccc3)cc2)o1)C1CCOCC1 | 4.9 | -6 | 101 | -9 | 1 | 0.9 | 46 | 94 | 5
Cn1c(SCc2cccc(F)c2)nnc1-c1ccncc1 | 0.5 | -8 | 96 | -3 | -8 | -0.3 | 33 | 93 | 10
CCOC(=O)CSc1nnc(CNC(=O)c2cccs2)n1-c1cccc(C)c1 | 0.4 | -3 | 110 | 9 | -1 | 0.2 | 16 | 106 | 12
CC(C)(C)C1COc2ccccc2N1C(=O)c1cccc(Cl)c1 (configuration not stated) | -0.8 | 1 | 110 | 15 | -13 | -1.0 | 34 | 110 | 2
COc1ccc(O)c(C(=O)c2cc(C#N)c(=O)n(-c3c(C)n(C)n(-c4ccccc4)c3=O)c2)c1 | 2.1 | -1 | 105 | 7 | -12 | 2.3 | 3 | 106 | 11
COc1ccc(C(=O)N2N=C(c3ccccc3)CC2(O)C(F)(F)F)cc1 (configuration not stated) | x | 12 | 102 | 2 | -15 | x | -5 | 96 | -28
Cc1cccc(C)c1NC(=O)C[N+](C)(C)CC(O)COc1cccc2ccccc12 (configuration not stated) | -0.5 | -3 | 98 | 0 | 1 | -1.5 | 19 | 124 | 2
CCC(C)NS(=O)(=O)c1ccc(OCC(=O)Nc2ccc3c(c2)OCO3)cc1 (configuration not stated) | 2.3 | -2 | 103 | -1 | 6 | 1.4 | 28 | 102 | 41*
CC(C)C(=O)N1CCN(c2ccccc2NC(=O)c2cccc3ccccc23)CC1 | -1.1 | -12 | 111 | 5 | -6 | -1.2 | 25 | 109 | 13
Cc1ccc(-c2nnc3n2CCCCC3)cc1 | 0.3 | -4 | 105 | 5 | -6 | -0.3 | 7 | 104 | 5
CC(=O)c1ccccc1Oc1ncnc(N)c1[N+](=O)[O-] | -0.5 | -7 | 102 | 2 | -3 | 0.7 | 25 | 102 | 6
COc1ccc(C(CC(=O)NCCN2CCOCC2)NS(=O)(=O)c2ccc(C)cc2)cc1 (configuration not stated) | 0.9 | -4 | 103 | 3 | -3 | 0.3 | 14 | 103 | 10
O=c1cc(N2CCc3ccccc3C2)[nH]c(=O)n1-c1ccccc1Cl | 1.4 | x | 107 | 9 | -6 | -0.4 | -30 | 105 | 27

Ordered by molecular weight (largest number first): 9 of the compounds above
SMILES | V1R ag counter | GalR3 antag | MEKK3 PB1 HTS | MEKK2mut PB1 HTS | GPR7 antag | OXTR ag | PHOSPHO1 block | MEKK2 WT-MEK5 | NALP1 inh
COc1ccc2cc(CN(CC3COCCO3)S(=O)(=O)c3ccc(Cl)cc3)c(=O)[nH]c2c1 (configuration not stated) | -0.7 | -3 | 108 | 14 | -2 | -1.7 | 27 | 110 | 26
COc1ccc(O)c(C(=O)c2cc(C#N)c(=O)n(-c3c(C)n(C)n(-c4ccccc4)c3=O)c2)c1 | 2.1 | -1 | 105 | 7 | -12 | 2.3 | 3 | 106 | 11
COC(=O)C1=C(C)NC(C)=C(C(=O)OC)C1c1ccc(-c2cccc([N+](=O)[O-])c2)o1 | -0.1 | 0 | 100 | -3 | 4 | -1.7 | 15 | 99 | 27
CCC(C)NS(=O)(=O)c1ccc(OCC(=O)Nc2ccc3c(c2)OCO3)cc1 (configuration not stated) | 2.3 | -2 | 103 | -1 | 6 | 1.4 | 28 | 102 | 41*
CN(C(=O)CCc1nnc(Cc2ccc(-c3ccccc3)cc2)o1)C1CCOCC1 | 4.9 | -6 | 101 | -9 | 1 | 0.9 | 46 | 94 | 5
Cc1ccc(S(=O)(=O)N2CCN(CC(=O)N/N=C/c3ccc(C)o3)CC2)cc1 | 0.0 | -1 | 107 | 3 | -8 | 0.3 | -23 | 107 | 31
O=C(NN1C(=O)C2C3C=CC(C3)C2C1=O)c1cccc(Cl)c1 (configuration not stated) | 0.1 | -3 | 89 | -4 | -4 | 0.4 | -6 | 96 | 17
CC(=O)c1ccccc1Oc1ncnc(N)c1[N+](=O)[O-] | -0.5 | -7 | 102 | 2 | -3 | 0.7 | 25 | 102 | 6
CNC(=O)c1nnn(-c2ccccc2)c1C(=O)NC | 1.0 | 2 | 100 | 3 | -10 | 0.5 | -6 | 99 | -12

Following part:
SMILES | V1R ag counter | GalR3 antag | MEKK3 PB1 HTS | MEKK2mut PB1 HTS | GPR7 antag | OXTR ag | PHOSPHO1 block | MEKK2 WT-MEK5 | NALP1 inh
Cc1onc(-c2ccccc2)c1C(=O)N1CCN(S(=O)(=O)c2ccc3c(c2)OCCO3)CC1 | 0.4 | 0 | 103 | 3 | -10 | 0.8 | 36 | 101 | -14
CCOC(=O)N1CCC(N(CCN(C)C)C(=S)Nc2cccc(OC)c2)CC1 | 1.7 | -6 | 97 | -5 | -17 | 0.7 | 11 | 98 | 2
CN(C(=O)c1cccc(C#N)c1)c1nnc(C2CCOC2)s1 (configuration not stated) | 2.2 | -1 | 104 | 9 | -6 | 0.8 | 15 | 103 | -2
COc1ccc(Cl)cc1NC(=O)C/C(C)=N/NC(=O)c1ccc(O)cc1 | x | 5 | 103 | 11 | 0 | x | 34 | 106 | -4
CC1CCCN(C(=O)CN2CCN(C(=O)c3ccco3)CC2)C1 (configuration not stated) | 0.6 | -3 | 102 | 5 | -1 | 1.3 | -21 | 109 | 11
O=C(CN1C(=O)NC2(CCCCC2)C1=O)N1CCc2ccccc2C1 | 0.5 | -7 | 109 | 7 | 7 | -0.3 | 17 | 92 | 5
COc1cc(/C=N/NC(=O)c2ccc3nc[nH]c3c2)ccc1O | 0.3 | -3 | 97 | -6 | -3 | -0.2 | 8 | 90 | x
COc1ccc(C)cc1S(=O)(=O)NC1CCCC1 | -0.6 | -2 | 102 | 1 | -8 | -1.1 | 0 | 103 | 7
C/C(=N\NC(=O)c1ccc(NS(=O)(=O)c2cccs2)cc1)c1ccc(Cl)cc1 | 1.1 | -2 | 95 | -2 | 2 | -1.5 | 10 | 96 | 32
CC(=O)NC(C1C(=O)CC(C)(C)CC1=O)(C(F)(F)F)C(F)(F)F | 4.3 | -5 | 95 | -1 | -5 | 0.6 | 18 | 98 | 0
O=C(Nc1nc2c(s1)CN(Cc1ccccc1)CC2)C1CCC1 | 0.2 | -2 | 110 | 2 | 4 | 1.4 | 42 | 116 | 2
CC(=NCc1ccccc1)C1=C(O)COC1=O | 0.5 | -2 | 102 | 0 | -1 | -0.5 | 21 | 100 | 4
CCCCn1cnc(C(=O)OCC)c1N | -0.1 | -7 | 104 | 1 | 6 | -0.3 | 3 | 105 | 18
COc1n[nH]c(C(=O)NCc2ccccc2)c1[N+](=O)[O-] | -0.5 | -6 | 101 | 0 | 2 | -1.4 | 27 | 96 | -1
CC#CCc1cc2ccccc2c(=O)o1 | -0.2 | -6 | 108 | 4 | x | -1.0 | 4 | 112 | -4
Cn1c(Cn2cnc(Cl)c2Cl)nc2ccccc21 | 0.7 | 6 | 99 | 1 | 3 | -1.1 | 7 | 102 | 12
CCC(=O)Nc1ccc(Oc2ccc3c(c2)C(=O)N(c2ccc(O)cc2)C3=O)cc1 | 0.3 | -2 | 97 | -3 | -5 | -0.4 | -11 | 99 | 22
CN(C)c1ccc(/C=C/c2ccc3ccccc3[n+]2C)cc1 | -1.4 | 0 | 97 | 27 | 0 | -0.8 | -26 | 2.0* | 60*
c1ccc2cc3[nH]c(CN4CCOCC4)nc3cc2c1 | -0.4 | 2 | 107 | -2 | 6 | -0.7 | -6 | 92 | 3
O=C1CCCCN1CCCC(=O)N1CCCC(Nc2ccc(F)cc2)C1 (configuration not stated) | 3.3 | 3 | 97 | 4 | -10 | 0.1 | 33 | 100 | -8
NC(=O)N1c2ccccc2C=Cc2ccccc21 | 1.1&0.5 | 2 | 94 | -2 | 3 | 1.7&0.6 | 1 | 103 | 16
CC(C)(C)OC(=O)N1CCCN(C(=O)Nc2ccc(OC(F)(F)F)cc2)CC1 | 8.0 | -7 | 103 | -3 | 3 | 7.1 | 34 | 103 | 20
O=C(CCSc1nc2ccccc2o1)N1CCOCC1 | 1.9 | -5 | 100 | -2 | 2 | 1.4 | -10 | 98 | -68
O=C(Nc1ccc(Oc2ccc(NC(=O)c3ccco3)c(NC(=O)c3ccco3)c2)cc1)c1ccco1 | 1.8 | -1 | 102 | 1 | -1 | 1.1 | 21 | 100 | -6
CC(C)(C)NC(=O)CN(C(=O)CS(=O)CC(=O)Nc1ccc(F)cc1)c1ccccc1 (configuration not stated) | -0.6 | -2 | 95 | 4 | -4 | -0.1 | 53 | 101 | 23
COC(=O)CNC(c1ccccc1)c1cc(C)ccc1NC(=O)c1cccc(Cl)c1 (configuration not stated) | 0.4 | -7 | 93 | -2 | 24* | -1.6 | 8 | 94 | 29
Cc1noc(C)c1COc1ccc(C(=O)Nc2cccnc2)cc1 | x | 1 | 92 | 0 | 2 | x | -50 | 97 | -6
